# USP1 inh: Inhibitors of USP1/UAF1: Primary Screen | Ubiquitin carboxyl-terminal hydrolase 1 (Homo sapiens), O94782 | recombinant USP1/UAF1, Ub-Rhodamine cleavage fluorescence | Potency, µM (highest dose often 57.1 µM), inactives show at the top dose activity change, negative = inhibition, hits mostly inhibitors | 0.23% of 390,000 active | AID 743255, 2014; further: potency means the concentration at half of the fitted maximal effect; on the % scale 0 is the no-effect control and ±100 the full control effect; nearly all actives have a fitted effect of over 60% in size; inactives centre near -12
#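 High-throughput fluorogenic screen: 1nM USP1/UAF1 complex, Ub-Rho substrate 150nM final, 50mM HEPES pH 7.8 with 0.5mM EDTA, 0.1 mg/ml BSA, 1mM TCEP and 0.01% Tween-20.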
# D2 antagonist: HTS Assay for Allosteric Antagonists of the Human D2 Dopamine Receptor: Primary Screen for Antagonists; D(2) dopamine receptor (Homo sapiens), P14416; HEK293 TREx D2 cells, calcium flux, dopamine EC80; inhibition, % at 10 µM; 2% of 340,000 active; AID 485344, 2010; in the data active means inhibition above about 30%; further: 0% is about no effect
#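 Overnight-induced (tetracycline, 30 C) HEK293 T-REx cells carrying force-coupled D2 receive a no-wash calcium dye, then compound, then EC80 dopamine at 180 s; signals are read kinetically throughout.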
# D2 agonist: HTS Assay for Allosteric Agonists of the Human D2 Dopamine Receptor: Primary Screen for Agonists; activation, % at 2 µM; AID 485358, 2010; HEK293 T-REx D2 cells, calcium flux agonist mode; D(2) dopamine receptor (Homo sapiens), P14416; 0.53% of 340,000 active;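 active means activation over 3 SD above normal in the single-dose calcium agonist read, cut at about 30% in these data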; further: 0% is about no effect
#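 In this primary screen, compounds producing a positive calcium signal within 180 s of addition to tetracycline-induced, force-coupled HEK293 Trex D2 cells are flagged; cells are dye-loaded with a no-wash calcium kit beforehand.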
# TrxR1 substrate: qHTS Assay for Substrates of Mammalian Selenoprotein Thioredoxin Reductase 1 (TrxR1): qHTS | Thioredoxin reductase 1, cytoplasmic (Rattus norvegicus), O89049 | purified TrxR1 substrate turnover, NADPH consumption readout | Potency, µM (doses to about 114 µM), without a hit: top-dose activity change, negative = substrate turnover | 0.01% of 390,000 active | AID 588456, 2011; further: potency means the concentration at half of the fitted maximal effect; on the % scale 0 is the no-effect control and ±100 the full control effect; nearly all actives have a fitted effect of over 50% in size
# Target sequence (O89049 whole entry, looked up): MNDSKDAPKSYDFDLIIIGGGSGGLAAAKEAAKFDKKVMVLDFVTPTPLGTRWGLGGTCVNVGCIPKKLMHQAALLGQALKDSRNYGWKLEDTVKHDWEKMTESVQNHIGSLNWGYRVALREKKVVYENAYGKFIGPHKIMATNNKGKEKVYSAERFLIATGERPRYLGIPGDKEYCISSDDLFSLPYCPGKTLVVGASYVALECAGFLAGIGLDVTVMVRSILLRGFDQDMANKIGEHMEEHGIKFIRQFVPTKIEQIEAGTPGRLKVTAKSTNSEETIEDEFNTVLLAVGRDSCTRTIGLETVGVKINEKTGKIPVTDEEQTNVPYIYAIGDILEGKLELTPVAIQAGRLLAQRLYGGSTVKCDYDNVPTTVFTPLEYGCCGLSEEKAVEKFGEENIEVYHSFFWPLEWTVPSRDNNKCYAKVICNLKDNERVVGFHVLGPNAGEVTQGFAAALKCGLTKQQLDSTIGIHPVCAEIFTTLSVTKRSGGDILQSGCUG
#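 Rat TrxR1, dispensed at 90 nM, was prereduced with 400 uM NADPH (final) for 5 min at ~22 deg C, then incubated with compound 15 min before 400 uM selenite. A first-read NADPH fluorescence drop versus no-compound background flagged substrates.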
# TrxR1 inh: qHTS Assay for Inhibitors of Mammalian Selenoprotein Thioredoxin Reductase 1 (TrxR1): qHTS; recombinant rTrxR1, NADPH fluorescence consumption, selenite substrate; Potency, µM (doses to about 114 µM), for inactives: top-dose activity change, negative = inhibition, hits mostly inhibitors; 1% of 390,000 active; further: potency means the concentration at half of the fitted maximal effect; on the % scale 0 is the no-effect control and ±100 the full control effect; nearly all actives have a fitted effect of over 65% in size
#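 Rat TrxR1 (90 nM in the dispensed reagent) was pre-reduced with 400 uM NADPH for 5 min at room temperature, then incubated with compound for 15 min. After 400 uM selenite was added, NADPH fluorescence (Ex 340/Em 450 nm) was followed for 8 min.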
# mIDH1 inhibitor: qHTS for Inhibitors of mutant isocitrate dehydrogenase 1 (IDH1): qHTS; Potency, µM (doses to about 76.6 µM), inactives show top-dose activity change, negative = inhibition, usual class: inhibitors; Isocitrate dehydrogenase [NADP] cytoplasmic (Homo sapiens), O75874; 0.093% of 390,000 active; IDH1-R132H enzyme, NADPH consumption, diaphorase/resazurin fluorescence; further: potency means the concentration at half of the fitted maximal effect; on the % scale 0 is the no-effect control and ±100 the full control effect; nearly all actives have a fitted effect of over 65% in size
#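 IDH1-R132H (0.5 ug/mL) preincubated 30 min with compound, then NADPH (0.016 mM) and alpha-KG (2 mM) added; 80 min at RT, pH 7.5. Remaining NADPH coupled via diaphorase/resazurin to fluorescence (540/590 nm); concentration-response curves normalized to no-enzyme control.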
# TRHR ag: qHTS for Small Molecule Agonists and Allosteric Enhancers of Human TRH Receptor: Primary Screen for Agonists | AID 493084, 2011 | TRHR cells, calcium flux fluo-8, FDSS agonist mode | 0.18% of 360,000 active | activation, % at 2 µM | Thyrotropin-releasing hormone receptor (Homo sapiens), P34981; in the data active means activation above about 30%; further: 0% is about no effect
# Target sequence (P34981 whole entry, looked up): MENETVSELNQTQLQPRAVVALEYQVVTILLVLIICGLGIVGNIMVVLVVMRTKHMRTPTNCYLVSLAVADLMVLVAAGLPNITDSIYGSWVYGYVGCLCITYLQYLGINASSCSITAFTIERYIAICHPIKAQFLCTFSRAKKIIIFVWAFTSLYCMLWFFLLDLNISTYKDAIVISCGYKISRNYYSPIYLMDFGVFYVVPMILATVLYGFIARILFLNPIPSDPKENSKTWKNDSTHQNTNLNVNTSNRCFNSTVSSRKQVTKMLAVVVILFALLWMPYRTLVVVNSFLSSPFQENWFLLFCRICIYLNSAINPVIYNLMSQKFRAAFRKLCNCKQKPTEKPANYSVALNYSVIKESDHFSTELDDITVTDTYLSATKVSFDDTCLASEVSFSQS
#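 In this calcium-flux screen, cells bearing human TRHR are dye-loaded with fluo-8, baselined for 10 cycles, then exposed to library compounds; positive kinetic calcium responses during the agonist phase mark hits, with TRH as control.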
# Pin1 inhibitor: qHTS Assay to Find Inhibitors of Pin1. 0.009% of 390,000 active. Potency, µM (highest dose often 115 µM), for inactives: at the highest dose activity, negative = inhibition, most hits filed as inhibitors. Peptidyl-prolyl cis-trans isomerase NIMA-interacting 1 (Homo sapiens), Q13526. AID 504891, 2011. Pin1 FP peptide displacement, HiFluor488, 10 min; active means well fitted inhibition curve with a large enough effect in the polarisation, with a control signal flat, not every such curve was filed as active; inconclusive means small, poorly fitted or top-dose-only effect, or effect the other way, or a change in a side signal; inactive means no such curve, though single readings can be large or run the other way; the % refers to the polarisation; further: potency means the concentration at half of the fitted maximal effect; on the % scale 0 is the no-effect control and ±100 the full control effect
# Target sequence (Q13526 whole entry, looked up): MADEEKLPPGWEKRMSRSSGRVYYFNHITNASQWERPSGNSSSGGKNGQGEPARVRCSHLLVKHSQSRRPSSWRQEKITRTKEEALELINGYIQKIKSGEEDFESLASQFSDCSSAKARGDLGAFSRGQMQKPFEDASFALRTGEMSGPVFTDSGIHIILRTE
# TRHR PAM: qHTS for Small Molecule Agonists and Allosteric Enhancers of Human TRH Receptor: Primary Screen for Enhancers; Thyrotropin-releasing hormone receptor (Homo sapiens), P34981; TRHR cells, fluo-8 calcium fluorescence, EC20 TRH enhancement; enhancement, % at 2 µM; 0.66% of 360,000 active; AID 493056, 2011; in the data active means enhancement above about 30%; further: 0% is about no effect
#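 Enhancer read-out: after compound pinning and an initial kinetic agonist-mode read, an EC20 of TRH (10 nM final) was injected and fluo-8 calcium signal (Ex 480/Em 530) followed at 1 s/cycle for 100 cycles in TRHR-expressing cells.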
# * hit, by the source's call; u = inconclusive; x = no result given; [ ] = another dose, or the depositor's remark. Unless noted, the call rests on the fitted dose curve; in most records, active means well fitted inhibition curve with a large enough effect; inconclusive means small, poorly fitted or top-dose-only effect; inactive means no such curve, though single readings can be large or run the other way. Not all compounds are listed; the hit share may differ from the screen's.
# Start of the data: the first 4 compounds (preview)
mol	USP1 inh	D2 antagonist	D2 agonist	TrxR1 substrate	TrxR1 inh	mIDH1 inhibitor	TRHR ag	Pin1 inhibitor	TRHR PAM
COc1ccc(C)cc1NC(=O)C(=O)NNC(=O)COc1ccc(Cl)cc1	-12.4%	7.6	0.5	0.7%	23.9%	4.7%	-0.1	0.6%	-5.5
COc1cc(/C=C2\SC(=Nc3ccccc3)N(Cc3ccco3)C2=O)ccc1OC(C)C(=O)O (configuration not stated)	-4.9%	2.6	0.4	-16.7%	-30.5%	-5.3%	0.6	-17.2%	-5.8
Cc1c(NC(=O)/C(=C/c2cccs2)NC(=O)c2ccccc2)c(=O)n(-c2ccccc2)n1C	-10.4%	x	x	-22.0%[57.1 µM]	23.6%[57.1 µM]	11.8%	0.3	3.8%	-4.1
COc1c2c(cc3oc(CO[C@@H]4O[C@H](CO)[C@@H](O)[C@H](O)[C@H]4O)cc(=O)c13)O[C@H](C(C)(C)O)C2	4.1%	x	x	22.9%	14.7%	7.7%	x	5.1%	x

# The listing (from the top)
mol	USP1 inh	D2 antagonist	D2 agonist	TrxR1 substrate	TrxR1 inh	mIDH1 inhibitor	TRHR ag	Pin1 inhibitor	TRHR PAM
COc1ccc(C)cc1NC(=O)C(=O)NNC(=O)COc1ccc(Cl)cc1	-12.4%	7.6	0.5	0.7%	23.9%	4.7%	-0.1	0.6%	-5.5
COc1cc(/C=C2\SC(=Nc3ccccc3)N(Cc3ccco3)C2=O)ccc1OC(C)C(=O)O (configuration not stated)	-4.9%	2.6	0.4	-16.7%	-30.5%	-5.3%	0.6	-17.2%	-5.8
Cc1c(NC(=O)/C(=C/c2cccs2)NC(=O)c2ccccc2)c(=O)n(-c2ccccc2)n1C	-10.4%	x	x	-22.0%[57.1 µM]	23.6%[57.1 µM]	11.8%	0.3	3.8%	-4.1
COc1c2c(cc3oc(CO[C@@H]4O[C@H](CO)[C@@H](O)[C@H](O)[C@H]4O)cc(=O)c13)O[C@H](C(C)(C)O)C2	4.1%	x	x	22.9%	14.7%	7.7%	x	5.1%	x
COC(=O)c1c(NC(=O)COc2c(C)cccc2C)sc2c1CCCC2	1.3%	x	1.0	-0.5%	8.4%	-6.7%	0.2	5.1%	1.6
O=C(NCc1ccccc1)C1=C[C@H](C2CC2)C[C@H](OCc2ccc(CO)cc2)O1	u	0.7	0.6	12.2%[57.1 µM]	31.4%[57.1 µM]	6.2%	-0.5	0.4%	-4.4
O=C(CCc1nc2ccccc2c(=O)[nH]1)OCc1nnc(-c2ccccc2)o1	-12.0%	-10.9	0.6	2.3%[57.1 µM]	10.6%	0.8%	-0.7	2.2%	-16.9
COc1ccc(/C(C)=N/NC(=O)c2ccccc2OCc2ccccc2)c(OC)c1	-13.6%	-6.7	2.8	6.2%[57.1 µM]	6.7%	-13.2%	-0.4	0.2%	-29.0
COc1ccc2c(c1)c(C(=O)N/N=C/c1ccc(OC)c(OC)c1)c(C)n2C	-7.6%	8.2	-1.0	-10.7%	-11.6%	6.3%	0.1	3.2%	-2.1
O=C(NC(Cc1ccccc1)C(=O)O)/C(=C/c1cccc(Br)c1)NC(=O)c1ccco1 (configuration not stated)	-14.2%	10.9	-0.5	5.7%	-9.4%	-7.5%	0.2	0.6%	-9.6
N#CC1=C(N)NC(=S)C(C(N)=O)C1c1ccc([N+](=O)[O-])cc1 (configuration not stated)	-1.1%	-2.1	2.0	2.1%[57.1 µM]	-11.3%[57.1 µM]	-1.8%	0.3	3.3%	3.9
O=c1c2ccccc2[nH]c(=S)n1CCc1ccccc1	-23.6%	x	x	3.4%	12.8%	-1.0%	0.2	-1.6%	-0.6
COc1ccccc1C(=O)NCCC(=O)N(C)CC(=O)Nc1ccccc1Br	-5.3%	-19.9	-0.6	-5.4%	-3.6%	7.2%	-0.2	4.9%	-10.4
CSc1nnc(SCC(=O)Nc2ccc3[nH]c(=O)[nH]c3c2)s1	-4.7%	-12.0	0.2	-5.1%	2.2%	5.1%	0.8	2.0%	4.4
Cc1ccc2[nH]c(O)c(N=NC(=O)CCc3ccccc3)c2c1Br	-8.7%	-4.6	1.0	12.9%	22.3%	1.8%	1.0	-1.0%	32.1*
Cc1cccnc1CN1CCN(Cc2nc(Cc3cccc(F)c3)no2)CC1	-10.7%	10.1	0.8	8.6%	37.1%	2.5%	-0.4	-2.0%	2.2
O=C(CC1C(=O)NCCN1Cc1cccc(F)c1F)NCCCC1CCCC1 (configuration not stated)	-16.5%	22.3	-0.1	4.5%	-20.8%	6.1%	0.5	-2.0%	19.1
COC(=O)c1ccccc1NC(=O)c1cnn2cccnc12	-11.6%	-1.8	-0.4	-11.4%	-1.9%	0.0%	0.2	-0.8%	2.0
COc1ccc(CCNC(=O)c2c[nH]c3ccccc3c2=O)cc1OC	-5.8%	-55.5	0.2	-1.3%[57.1 µM]	-1.3%[57.1 µM]	12.1%	-0.1	-4.0%	25.1
O=C(NCc1ccccc1Cl)C1CCC(CNc2c(N3CCCCC3)c(=O)c2=O)CC1 (configuration not stated)	-15.7%	-1.0	-0.4	-7.0%	-3.7%	-5.3%	-0.8	6.4%	0.2
COCCN1C(=O)c2ccc(C(=O)NCc3ccco3)cc2C1=O	-4.1%	-11.1	0.5	0.8%	-4.3%	-5.4%	0.2	0.3%	14.3
Cc1cccc(NC(=O)c2ccc3c(=O)n4c(nc3c2)CCCCC4)n1	u	-1.4	-0.1	0.7%	6.0%	2.6%	-0.2	7.3%	-3.5
COc1cccc(-n2c(SC3CCOC3=O)nc3ccccc3c2=O)c1 (configuration not stated)	-3.1%	-9.6	1.9	6.3%	15.7%	4.1%	-0.5	-5.9%	-0.9
CC(=NNc1ccc2ccccc2n1)c1ccccc1O	-26.1%	x	x	6.9%[57.1 µM]	-0.6%[11.4 µM]	11.2%	x	7.2%	x
O=C(CC(c1ccco1)S(=O)(=O)c1ccccc1)c1ccc(F)cc1 (configuration not stated)	-4.0%	11.9	0.7	8.0%	50.1µM*	11.1%	-0.2	1.2%	3.9
CCC(C)(C)n1nnnc1C(c1ccccc1F)N1CCN(C(=O)c2ccco2)CC1 (configuration not stated)	-26.8%	x	x	8.8%[57.1 µM]	14.5%[57.1 µM]	-0.2%	1.2	7.2%	-2.5
COCCn1c(C)cc(C2=NNC(=Nc3ccccc3)SC2)c1C	-10.2%	-3.5	0.5	-8.1%	-19.6%	0.5%	-0.1	0.0%	11.3
Cc1ccc(NC(=O)CN2C(=O)C3CC=CCC3C2=O)cc1S(=O)(=O)N1CCOCC1 (configuration not stated)	-25.8%	10.2	2.1	6.1%	24.1%	-4.1%	0.7	-1.1%	-5.4
CCOc1ccc2c(c1)c(=O)c(C(=O)c1ccc(C)cc1)cn2Cc1ccccc1OC	-12.7%	x	1.4	-6.0%	12.9%	-15.5%	0.6	-3.2%	-6.6
COc1ccc(CN2CCc3nc(N4CCN(c5ccc(F)cc5)CC4)ncc3C2)c(OC)c1OC	-9.9%	x	x	-6.9%[57.1 µM]	2.3%[57.1 µM]	18.9%	-1.9	-5.5%	2.9
CCOC(=O)c1cnc2ccccc2c1Nc1ccc2c(c1)OCCO2	-9.3%	17.5	-0.4	-0.6%[57.1 µM]	-9.7%[57.1 µM]	0.4%	0.2	7.7%	-6.3
CC(C)CC(C(=O)NC(=O)NCc1ccccc1)N1C(=O)c2ccccc2C1=O (configuration not stated)	-3.2%	6.3	0.7	-14.5%	27.7%[57.1 µM]	1.6%	0.1	1.0%	-0.6
CN1CCN(S(=O)(=O)c2ccc(NC(=O)c3cccc(S(=O)(=O)N4CCCC4)c3)cc2)CC1	-27.9%	-11.5	0.7	8.2%	16.8%	1.1%	1.2	-3.6%	0.4
Cc1ccc(-n2c(SCC(=O)NC3CCCCC3)nc3c(c2=O)SCC3)cc1	-27.2%	-11.9	-0.1	0.8%	10.2%	5.4%	-0.3	-0.9%	-0.7

# A draw from above in order of heavy-atom count, largest number first.
mol	USP1 inh	D2 antagonist	D2 agonist	TrxR1 substrate	TrxR1 inh	mIDH1 inhibitor	TRHR ag	Pin1 inhibitor	TRHR PAM
CCC(C)(C)n1nnnc1C(c1ccccc1F)N1CCN(C(=O)c2ccco2)CC1 (configuration not stated)	-26.8%	x	x	8.8%[57.1 µM]	14.5%[57.1 µM]	-0.2%	1.2	7.2%	-2.5
CCOC(=O)c1cnc2ccccc2c1Nc1ccc2c(c1)OCCO2	-9.3%	17.5	-0.4	-0.6%[57.1 µM]	-9.7%[57.1 µM]	0.4%	0.2	7.7%	-6.3
COCCn1c(C)cc(C2=NNC(=Nc3ccccc3)SC2)c1C	-10.2%	-3.5	0.5	-8.1%	-19.6%	0.5%	-0.1	0.0%	11.3
